# FEN1 inhibitor: qHTS Assay for the Inhibitors of Human Flap endonuclease 1 (FEN1) | P39748 | Recombinant FEN1 flap cleavage, fluorescence, 15 min | Potency, µM (top dose mostly 114 µM), without a hit: at the top dose activity change, negative = inhibition, most hits filed as inhibitors | 0.35% of 390,000 active; further: nearly all actives have a fitted effect of over 65% in size
# Target sequence (P39748 whole entry, looked up): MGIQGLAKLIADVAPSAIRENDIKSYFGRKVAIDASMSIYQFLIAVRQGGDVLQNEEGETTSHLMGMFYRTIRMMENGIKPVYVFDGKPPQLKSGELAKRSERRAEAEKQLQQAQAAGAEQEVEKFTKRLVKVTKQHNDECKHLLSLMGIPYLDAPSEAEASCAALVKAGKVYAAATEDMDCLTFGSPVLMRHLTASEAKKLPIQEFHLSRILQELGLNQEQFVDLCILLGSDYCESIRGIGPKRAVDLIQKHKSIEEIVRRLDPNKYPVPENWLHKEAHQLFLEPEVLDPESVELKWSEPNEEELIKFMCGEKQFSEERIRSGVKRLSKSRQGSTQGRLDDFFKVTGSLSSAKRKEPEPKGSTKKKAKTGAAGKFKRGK
#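 With each library titrated from low to high concentration, compounds met 10 nM FEN1 for 15 min at room temperature before 50 nM substrate was added; readings at 0 and 15 min fed four-parameter Hill curve fits.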
# N370S GC: qHTS Assay for Inhibitors and Activators of N370S glucocerebrosidase as a Potential Chaperone Treatment of Gaucher Disease. Lysosomal acid glucosylceramidase (Homo sapiens), P04062. N370S GC spleen homogenate, 4MU-glucoside fluorescence. Potency, µM (top dose mostly 59.4 µM), inactives show at the top dose activity change, negative = inhibition, hits mostly inhibitors. 0.092% of 330,000 active. AID 2101, 2009;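 further: 0% = full enzyme activity and -100% = no enzyme basal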
# KAT2A inh: qHTS Assay for Inhibitors of GCN5L2. GCN5L2 HAT assay, ThioGlo1 CoA-SH fluorescence. 0.21% of 390,000 active. Potency, µM (highest dose often 58.9 µM), for the others: at the highest dose activity change, negative = inhibition, most hits filed as inhibitors. Histone acetyltransferase KAT2A (Homo sapiens), Q92830
#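 Titration-based screen in which CoA formation is detected via maleimide probe ThioGlo1 (50uM) turning fluorescent on thiol reaction; substrates H3(1-25) 75uM and acetyl-CoA 70uM, GCN5L2 20nM, 20 min incubation at room temperature.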
# * = called active by the depositor; u = inconclusive; x = no result given; & = joins results of further samples; [ ] = dose if it differs, or a comment. The call rests on the fitted dose curve; in most records, active means well fitted curve in the direction sought with a large enough effect; inconclusive means small, poorly fitted or top-dose-only effect, or another doubt; inactive means no such curve, though single readings can be large; an effect the other way counts as inactive or inconclusive. Unless noted, on the % scale 0 is the no-effect control and ±100 the full control effect; potency means the concentration at half of the fitted maximal effect.
FEN1 inhibitor	N370S GC	KAT2A inh	Compound
-7%	6%	-13%	NNC(=O)/C(=N/Nc1ccccc1)S(=O)(=O)c1ccc(Cl)cc1
1%	x	-19%	CCOc1ccc(C(=O)N2CCN(CCc3ccccn3)CC2)cc1
x	-14%	-17%	Cc1cc(NC(=O)CN2CCCCC2C)nc2c1c(=O)oc1ccccc12 (stereo not drawn)
1%	-7%	2%	CCc1noc(C)c1C(=O)NCCN1C(=O)S/C(=C\c2ccc(OC)cc2)C1=O
4%	5%	-8%	Cc1c(C(c2ccc(N(C)C)cc2)c2c(C)n(C)n(-c3ccccc3)c2=O)c(=O)n(-c2ccccc2)n1C
18%	-22%	2%	O=[N+]([O-])C(=C1NCCN1)C(Cl)=C(Cl)Cl
-4%	-22%	-6%	CCn1nc(C)cc1C(=O)N1CCCC(C(=O)c2ccc(OC)cc2C)C1 (stereo not drawn)
-5%	x	-12%	Cc1sc2ncnc(N3CCN(S(=O)(=O)c4ccccc4)CC3)c2c1C
0%	x	-4%	CC(C)c1ccc(NC(=O)CS(=O)(=O)c2cccc3nsnc23)cc1
-6%	-26%	-3%	O=C(CC12CC3CC(CC(C3)C1)C2)NC(=S)Nc1ccc(CN2CCOCC2)cc1
1%	7%	-3%	CC(=O)Nc1ccc(C(=O)CSc2nnnn2C)cc1
4%	-8%	-10%	O=C(N/N=C/c1cn(-c2ccccc2)nc1-c1cccs1)c1ccncc1
-3%	x	3%	COc1cccc(NC(=O)CN(C)CC(=O)Nc2ccc3c(c2)OCO3)c1
-1%	-9%	1%	CC(C)C(=O)Nc1nc(-c2ccc3c(c2)CCN3C(=O)C2CC2)cs1
8%	-5%	-3%	NC(=S)n1[nH]c(-c2ccc([N+](=O)[O-])cc2)c(N=Nc2ccccc2[N+](=O)[O-])c1=O
-6%&9%	2%	-3%&-9%	CCCn1c2ccccc2c2cnn(CC(=O)NCCN(CC)CC)c(=O)c21
7%	-2%	-2%	Cc1ccc(C(=O)NCc2ccco2)c(C)c1
12%	9%	u	O=C1Nc2ccccc2C(O)(C(=O)NCc2ccc3c(c2)OCO3)N1c1ccc(Cl)c(Cl)c1 (stereo not drawn)
3%	u	0%	Cc1cc2[nH]c(=O)c(=O)[nH]c2cc1S(=O)(=O)Nc1cccc(F)c1
-22%	5%	-14%	COC(=O)c1cc2cc(NS(=O)(=O)c3ccc(C)cc3)ccc2s1
9%	x	-1%	Cc1ccc(Sc2c(C)nn(-c3ccccc3)c2OC(=O)C(C)(C)C)cc1
-14%	0%	-11%	N#C/C(=C\c1cccnc1)c1ccccc1[N+](=O)[O-]
u	x	-9%	COCC(=O)Oc1c(Sc2ccc(C)cc2)c(C)nn1C(C)(C)C
-2%	7%	-6%	O=C(NC1CCCC1)C1CC1c1ccccc1 (stereo not drawn)
0%	0%	1%	O=C1CC(NCc2ccccc2)C(=O)N1c1ccc(F)cc1 (stereo not drawn)

# Reprinted from the part before: two entries, followed by the next part.
FEN1 inhibitor	N370S GC	KAT2A inh	Compound
-2%	7%	-6%	O=C(NC1CCCC1)C1CC1c1ccccc1 (stereo not drawn)
0%	0%	1%	O=C1CC(NCc2ccccc2)C(=O)N1c1ccc(F)cc1 (stereo not drawn)
3%	-12%	-4%	O=C1C(C=Nc2ccccc2)=C(O)c2ccccc21
-3%	-13%	-2%	CSc1ccc(CN(C)CC(=O)NCc2ccc(F)cc2)cc1
-19%	-12%	-2%	COc1ccc(N2CCN(C(=O)c3oc4ccccc4c3NC(=O)CCc3cc(OC)no3)CC2)cc1
-19%	-11%	-8%	Cc1[nH]c2ccccc2c1SCC(=O)NNC(=O)Nc1ccc(OC(F)(F)F)cc1
0%	5%	-2%	Cc1ccccc1N1CC(c2nc3ccccc3[nH]2)CC1=O (stereo not drawn)
-2%	7%	-1%	COc1ccc(OC)c(CNC(=O)C2CCCN(c3nc4ccccc4o3)C2)c1 (stereo not drawn)
-5%	1%	-3%	Cc1ccccc1NC(NC(=O)c1cccnc1)C(Cl)(Cl)Cl (stereo not drawn)
-8%	-4%	10%	O=C(CSc1cn(CCNC(=O)c2ccccc2)c2ccccc12)NCC1CCCO1 (stereo not drawn)
-3%	0%	3%	CN1CC[C@]23c4ccccc4N[C@H]1[C@]21CCN(C)[C@H]3Nc2ccccc21
1%	-1%	0%	Nc1cccc(C(=O)OCC(=O)Nc2cccc3c2C(=O)c2ccccc2C3=O)c1
-11%	u	-16%	Cc1ccc(S(=O)(=O)N2CCC(C(=O)N/N=C/c3ccccc3[N+](=O)[O-])CC2)cc1
-4%	u	u	N=c1oc2cc(O)ccc2cc1C(=O)Nc1nc2ccccc2s1
-25%	x	-7%	COc1ccc(NC(=O)CN2C(=O)C(c3ccccc3)=NC23CCC(C)CC3)cc1Cl (stereo not drawn)
4%	x	-15%	CC(=O)c1ccc(NC(=O)CSc2nc(C3CCCC3)nc3c2c(=O)n(C)c(=O)n3C)cc1
-15%&-2%	-26%	-18%&-3%	COc1ccc(OCC(=O)N(Cc2sccc2C)C2CCS(=O)(=O)C2)cc1 (stereo not drawn)
-5%	-2%	1%	CCCCn1c(N)c(N(CC(C)C)C(=O)c2ccc(-n3c(C)ccc3C)cc2)c(=O)[nH]c1=O
3%	10%	u	CC(=O)Nc1ccc(OS(=O)(=O)c2ccc([N+](=O)[O-])cc2)cc1
1%	-1%	-3%	COC(=O)C1=C(C)OC(N)=C(C#N)C1c1ccccc1 (stereo not drawn)
11%	-7%	-19%	Cc1ccc(OCC(=O)NS(=O)(=O)c2ccc(Cl)cc2)cc1
14%	x	-2%	CCc1nnc(NC(=O)Cc2ccc(S(=O)(=O)N3CCCCC3)cc2)s1
x	4%[89.1 µM]	-17%[88.6 µM]	O=c1cc(-c2ccccc2)[nH]c2ccc(Cl)cc12
5%	-14%	-4%	C/C(=N\NC(=O)CN(c1ccccc1Br)S(C)(=O)=O)c1cccs1
x	-19%	-5%	COc1ccc(CNC(=O)C2CCN(C(=O)[C@@H](CC(C)C)NC(=O)OC(C)(C)C)CC2)cc1
u	x	-8%	COc1ccc(SC[C@H](C)CN2CC[C@H](C(C)(C)C)CCC2=O)cc1
8%	5%	-8%	O=C(NCc1ccccn1)c1ccc(Cn2c(=S)[nH]c3ccccc3c2=O)cc1

# Continuation:
FEN1 inhibitor	N370S GC	KAT2A inh	Compound
-11%	1%	-7%	CC(C)CCNC(=O)CN(Cc1ccccc1)C(=O)CCC(=O)Nc1nccs1
-20%	-4%	-8%	O=C(NCc1ccc(OC(F)(F)F)cc1)C1CC(c2ccccc2C(F)(F)F)=NO1 (stereo not drawn)
-8%	9%	4%	N#CCSCC(=O)Nc1ccccc1
-10%	3%	0%	O=C(NNC(=O)C1CC1c1ccccc1)Nc1ccccc1 (stereo not drawn)
4%	-1%	-6%	Cc1ccc(Cn2cccc(NC(=O)NCc3ccccc3)c2=O)cc1
5%	5%	-16%	O=C1c2ccccc2CN1Cc1ccccc1
x	-16%	-2%	O=C(Nc1nc2ccccc2c2nc3ccccc3n12)c1ccc(F)cc1
-8%	-6%	-6%	CCCC(=O)N1CCN(c2ccc(NC(=O)c3cc4ccccc4o3)cc2)CC1
-4%	8%	-3%	C=CCn1c(P(=O)(O)c2ccccc2)nc2ccccc21
-3%	-7%	-4%	CC12CCC(C(=O)Nc3ccc(Br)cn3)(OC1=O)C2(C)C (stereo not drawn)
4%	1%	1%	O=C(Nc1ccc(Oc2nnc(-c3ccccc3)c3ccccc23)cc1)c1ccccc1
-10%	u	-21%	COc1ccc(C(=O)COC(=O)c2cc(S(=O)(=O)N3CCCCC3)ccc2N2CCOCC2)c(OC)c1
-2%	-27%	-1%	Fc1ccccc1-c1[nH]ncc1-c1nnnn1-c1ccccc1
0%	2%	-1%	Cn1c(=O)n(C)c2cc(S(=O)(=O)NCC(=O)O)ccc21
1%	x	-6%	Cc1ccc(S(=O)(=O)c2nc(-c3ccc(Cl)cc3)oc2N2CCCCCC2)cc1
-2%	-4%	-9%	C/C(=N/NS(=O)(=O)c1cc(C)ccc1C)c1ccncc1
-12%	2%	-20%	O=C(OCc1nnc(-c2ccccc2)o1)c1ccc(S(=O)(=O)NCc2ccco2)cc1
4%	0%	-29%	COc1ccccc1N1CCN(C2CCCN(C(=O)CCc3cnn(C)c3)C2)CC1 (stereo not drawn)
-10%	-2%	-1%	Cc1ccc(S(=O)(=O)N2CCCC(C(=O)NC3CCCC3)C2)cc1 (stereo not drawn)
-12%	-3%	-5%	NC(=O)COC(=O)c1c2c(nc3ccccc13)CCCCC2
-3%	6%	-5%	O=S(=O)(c1cccs1)n1nnc2ccccc21
0%	x	-3%	CCNC(=O)Cn1nc(C)n2c(cc3c(OC)cccc32)c1=O
-3%	-4%	0%	CC(C)c1nnc(NC(=O)C2CCN(C(=O)Nc3ccccc3)CC2)s1
7%	6%	0%	CC(=O)Nc1c(O)nc(SCc2ccccc2C#N)[nH]c1=O
1%	21%	0%	Cc1ccc(-c2nnn(CC(=O)NC3CCN(Cc4ccccc4)CC3)n2)cc1

# 7 entries from above, with tabs.
SMILES	FEN1 inhibitor	N370S GC	KAT2A inh
O=C(Nc1nc2ccccc2c2nc3ccccc3n12)c1ccc(F)cc1	x	-16%	-2%
CCCC(=O)N1CCN(c2ccc(NC(=O)c3cc4ccccc4o3)cc2)CC1	-8%	-6%	-6%
C=CCn1c(P(=O)(O)c2ccccc2)nc2ccccc21	-4%	8%	-3%
CC12CCC(C(=O)Nc3ccc(Br)cn3)(OC1=O)C2(C)C (stereo not drawn)	-3%	-7%	-4%
O=C(Nc1ccc(Oc2nnc(-c3ccccc3)c3ccccc23)cc1)c1ccccc1	4%	1%	1%
COc1ccc(C(=O)COC(=O)c2cc(S(=O)(=O)N3CCCCC3)ccc2N2CCOCC2)c(OC)c1	-10%	u	-21%
Fc1ccccc1-c1[nH]ncc1-c1nnnn1-c1ccccc1	-2%	-27%	-1%

# Other results follow:
FEN1 inhibitor	N370S GC	KAT2A inh	Compound
-3%	-12%	-25%	Nc1n[nH]c(N)c1N=Nc1ccc(F)cc1
x	14%	-18%	O=c1c(CCc2ccccc2)nc2cnc(Oc3ccccc3)nc2n1C[C@H]1CCCO1
-20%	x	-1%	CC(C)CCNC(=O)CN1C(=O)COc2ccc(S(=O)(=O)N3CCOCC3)cc21
2%	-21%	-2%	O=c1c2ccccc2nc2n1C(CSCc1ccc(Cl)cc1Cl)CS2 (stereo not drawn)
-11%	1%	-6%	COc1ccc(C(C(=O)NC2CCCC2)N(C(=O)c2ccoc2C)c2ccc(C)c(C)c2)cc1 (stereo not drawn)
-22%	-1%	-10%	Cc1ccc(NC2=C(N3CCCCC3)C(=O)c3ccccc3C2=O)cc1
-5%	x	1%	O=C1c2ccccc2N[C@@H]2C=CC[C@@H]2N1O
1%	-6%	2%	CCOC(=O)c1[nH]c(C=O)c(C(=O)OCC)c1C
4%	-15%	-3%	COc1ccc(C2N(S(=O)(=O)c3ccccc3)CCN2S(=O)(=O)c2ccc(C)cc2)cc1 (stereo not drawn)
17%	2%	-4%	N/C(=N\OC(=O)CC(c1ccccc1)c1ccccc1)c1cccnc1
1%	4%	-7%	COc1cc(/C(C#N)=C/c2ccccc2)c([N+](=O)[O-])cc1OC
-5%	5%	-8%	Cc1cc(=O)oc2cc(OCC(=O)NCc3ccco3)ccc12
-6%	x	-2%	COc1cc(OC)c(NC(=O)N2CCc3c(sc4c3CCCC4)C2c2ccccc2)cc1Cl (stereo not drawn)
2%	-3%	-2%	CCOc1ccccc1C(=O)N1CCN(c2ccc(C(F)(F)F)cn2)CC1
0%	13%	1%	COc1ccc(NC(=O)N2CCCC2C(=O)NCc2ccc(C)cc2)cc1 (stereo not drawn)
-13%	0%	0%	C=C(C)COc1ccc(-c2nc(N)ncc2-c2ccc(Cl)cc2)c(O)c1
-1%	x	-8%	Cc1cccc(NC(=O)CSc2nnc3[nH]c(=O)cc(C)n23)c1C
5%	1%	-11%	O=C(O)CCCCCNC(=O)c1ccc(Br)cc1
-1%	-12%	-2%	C[C@@H](C(=O)NCCc1ccc(F)cc1)N1C(=O)N2CCc3c([nH]c4ccccc34)[C@@]2(C)C1=O
u	20%	-2%	CCc1ccc2nc(NC(=O)CSCc3c(C)noc3C)sc2c1
3%	x	-3%	COc1cc(C(=O)NNC(=O)c2cccc(Cl)c2)ccc1OCC(=O)N1CCOCC1
-2%	-2%	-8%	O=C1C(C=NCc2ccncc2)=C(O)c2ccccc21

# High-throughput results from PubChem BioAssay.
